DAX1 inh-1: DAX1 (NR0B1) inhibitors on StAR promoter, primary screen, cell-based, luminescence, SF-1 (NR5A1), full-length DAX-1 | HEK293T StAR-luciferase reporter, SF-1/DAX-1 repression relief | inhibition, % at 6.8 µM | 1.1% of 370,000 active | AID 652010, 2013;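 active = inhibition above the mean over all tested compounds plus 3 SD, cut at about 3.6% in these data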;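 note: 0% = DAX-1 cells with DMSO and 100% = cells lacking DAX-1 with DMSO; higher inhibition means more luminescence from relief of DAX-1 repression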
ADAM17 inh: ADAM17 inhibitors, primary screen, biochemical, QFRET | Disintegrin and metalloproteinase domain-containing protein 17 (Homo sapiens), P78536 | recombinant ADAM17, EDANS/DABCYL FRET peptide cleavage | inhibition, % at 6.95 µM | 0.83% of 370,000 active | AID 720648, 2013;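 active = inhibition above the mean of compounds lying between control limits plus 3 SD, set per campaign, cut at about 8.5% in these data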;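 note: 0% = DMSO-only wells as the low control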
NR1D1 modulator: modulators of Rev-erb alpha DNA binding, primary screen, biochemical, FITC-DNA, fluorescence polarization, uHTS. 0.79% of 370,000 active. Rev-erbα–FITC-DNA binding, 90 min. AID 1259318, 2017. activity, % at 10 µM;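 active = activity above about 14%, limit read from the data; passing the limit was not always enough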;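 note: 0% = DMSO wells with 35 nM protein and 100% = DMSO wells with 750 nM protein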
hcDAF12 agonist: H. contortus DAF-12 nuclear receptor activators, primary screen, cell-based, luminescence, HEK293, lit1-tk-luc reporter; 1.4% of 370,000 active; HEK293 hcDAF-12 lit1-tk-luc reporter; 0% DMSO, 100% Δ7-dafachronic acid; activation, % at 6.8 µM;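 active = activation above the mean of all tested compounds plus 3 SD, cut at about 5.5% in these data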;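 note: 100% = response to 3 µM Δ7-dafachronic acid high control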
ssDAF-12 act: S. stercoralis DAF-12 nuclear receptor activators, primary screen, cell-based, luminescence, HEK293, GRIP1 co-expression, lit1-tk-luc. 1% of 370,000 active. HEK293 ssDAF-12/GRIP1 lit1-tk-luc reporter; % of 3 µM dafachronic acid response. activation, % at 6.8 µM;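 active = activation above the mean over all tested compounds plus 3 SD, cut at about 0.9% in these data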;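 note: 0% = DMSO-only wells and 100% = 3 µM delta7-dafachronic acid wells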
PLC-beta3 inh: human PLC-beta3 inhibitors, primary screen, biochemical, fluorescence; AID 720704, 2013; Purified PLC-beta3, fluorogenic substrate; inhibition, % at 12.2 µM; 0.18% of 370,000 active; in the data active = inhibition above about 11%;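 note: 0% = median of compound wells on plate and 100% = full blocker control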
Target sequence (Q01970 whole entry, looked up): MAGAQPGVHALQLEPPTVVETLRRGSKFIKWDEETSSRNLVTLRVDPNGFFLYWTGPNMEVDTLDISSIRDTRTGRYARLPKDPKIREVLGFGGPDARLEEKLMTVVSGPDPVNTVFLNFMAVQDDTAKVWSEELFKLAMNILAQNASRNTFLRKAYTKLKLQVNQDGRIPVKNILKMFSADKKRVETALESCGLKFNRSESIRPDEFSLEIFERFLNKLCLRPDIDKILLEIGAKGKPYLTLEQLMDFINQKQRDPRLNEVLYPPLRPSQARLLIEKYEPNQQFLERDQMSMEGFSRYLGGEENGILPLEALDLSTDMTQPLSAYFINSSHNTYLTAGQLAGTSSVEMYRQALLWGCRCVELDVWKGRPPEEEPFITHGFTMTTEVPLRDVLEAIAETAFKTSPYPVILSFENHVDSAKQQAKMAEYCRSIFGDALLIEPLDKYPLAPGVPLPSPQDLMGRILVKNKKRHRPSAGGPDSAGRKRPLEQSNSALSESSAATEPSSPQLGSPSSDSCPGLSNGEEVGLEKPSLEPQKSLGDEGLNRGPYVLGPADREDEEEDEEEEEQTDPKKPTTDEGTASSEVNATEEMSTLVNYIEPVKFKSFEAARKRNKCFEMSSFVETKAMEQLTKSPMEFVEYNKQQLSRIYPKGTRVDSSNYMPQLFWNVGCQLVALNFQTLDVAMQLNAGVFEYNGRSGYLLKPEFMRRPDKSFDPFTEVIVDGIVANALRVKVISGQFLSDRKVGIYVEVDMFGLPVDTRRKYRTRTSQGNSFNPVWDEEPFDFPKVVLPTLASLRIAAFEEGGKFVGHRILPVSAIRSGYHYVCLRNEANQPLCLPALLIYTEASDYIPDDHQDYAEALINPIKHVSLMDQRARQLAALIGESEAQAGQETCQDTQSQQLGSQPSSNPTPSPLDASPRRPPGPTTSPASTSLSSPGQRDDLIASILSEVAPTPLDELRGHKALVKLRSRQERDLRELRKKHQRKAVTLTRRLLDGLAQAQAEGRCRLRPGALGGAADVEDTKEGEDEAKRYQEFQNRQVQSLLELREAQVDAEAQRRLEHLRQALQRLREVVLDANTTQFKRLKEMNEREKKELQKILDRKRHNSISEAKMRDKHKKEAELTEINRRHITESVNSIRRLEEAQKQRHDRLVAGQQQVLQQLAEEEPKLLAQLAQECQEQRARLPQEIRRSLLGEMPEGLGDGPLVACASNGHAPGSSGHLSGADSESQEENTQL
DAX1 inh-2: DAX1 (NR0B1) inhibitors, primary screen, cell-based, HEK293, Gal4-DAX1, luciferase luminescence; Nuclear receptor subfamily 0 group B member 1 (Homo sapiens), P51843; HEK293 Gal4-DAX1 luciferase reporter; inhibition, % at 6.75 µM; 0.99% of 340,000 active; AID 504766, 2011;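 active = inhibition above the mean over all tested compounds plus 3 SD, cut at about 4.2% in these data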;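 note: 0% = DAX1-transfected cells with DMSO and 100% = empty-vector control cells with DMSO; inhibition shows as a rise in luminescence from relieved DAX1 repression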
MBD2 DNA inh: inhibitors of MBD2 binding to methylated DNA, primary screen, biochemical, TR-FRET, DNA-binding domain, human | Methyl-CpG-binding domain protein 2 (Homo sapiens), Q9UBB5 | MBD2 binding to methylated oligonucleotide | inhibition, % at 4.4 µM | 0.31% of 370,000 active; in the data active = inhibition above about 13%
SMARCA2 activ: SMARCA2 (BRM) function activators, primary screen, cell-based, luminescence, high throughput. MG213 cells, MMTV-luciferase reporter, dexamethasone, overnight. activation, % at 9.1 µM. 1% of 370,000 active; in the data active = activation above about 7.8%;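 note: 0% = vehicle wells and 100% = reference activator wells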
hgDAF12 agonist: H. glycines DAF-12 receptor agonists, primary screen, cell-based, luminescence, HEK293, GAL4 fusion, UAS-luciferase. AID 687014, 2013. 1.8% of 370,000 active. activation, % at 6.8 µM. HEK293 GAL4-hgDAF12 UAS-luciferase reporter, agonist luminescence; normalized to butyrate control;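 active = activation above a cutoff set at the mean of all screened compounds plus 3 SD, cut at about 10% in these data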;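 note: 0% = DMSO wells and 100% = sodium butyrate wells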
PLCg1 inh: PLC-gamma1 enzyme inhibitors, primary screen, biochemical, fluorescence, purified enzyme; 1-phosphatidylinositol 4,5-bisphosphate phosphodiesterase gamma-1 (Homo sapiens), P19174; inhibition, % at 12.2 µM; fluorogenic substrate; 0.84% of 370,000 active; in the data active = inhibition above about 9.5%
* = called active by the depositor.

For FC(F)Oc1ccc(C2N=C(c3ccccc3)NO2)cc1 (centres undefined) the results were DAX1 inh-1 1.1, ADAM17 inh -3, NR1D1 modulator 1, hcDAF12 agonist 4.2, ssDAF-12 act 0.5, PLC-beta3 inh -46, DAX1 inh-2 1.0, MBD2 DNA inh -1, SMARCA2 activ 3, hgDAF12 agonist 13* and PLCg1 inh -32.
COC(=O)c1ccc(NS(=O)(=O)c2cc3c4c(c2)CCC(=O)N4CCC3)cc1 was read as DAX1 inh-1 0.8, ADAM17 inh -3, NR1D1 modulator 3, hcDAF12 agonist -1.7, ssDAF-12 act -0.9, PLC-beta3 inh -1, DAX1 inh-2 0.1, MBD2 DNA inh -6, SMARCA2 activ -3, hgDAF12 agonist -4.1 and PLCg1 inh 0.
Screening O=C(NCCCn1ccnc1)c1cc(S(=O)(=O)N2CCOCC2)ccc1F returned DAX1 inh-1 0.3, ADAM17 inh -5, NR1D1 modulator 3, hcDAF12 agonist 0.1, ssDAF-12 act -0.6, PLC-beta3 inh -1, DAX1 inh-2 -0.4, MBD2 DNA inh -3, SMARCA2 activ -1, hgDAF12 agonist -0.8 and PLCg1 inh -1.
For CCOc1cc(C(=O)N2CCC(CC3CC(c4cccc(Br)c4)=NO3)(C(=O)NCC3CCCCC3)CC2)cc(OCC)c1OCC (centres undefined) the results were DAX1 inh-1 -0.3, ADAM17 inh -4, NR1D1 modulator 5, hcDAF12 agonist -2.1, ssDAF-12 act -1.1, PLC-beta3 inh -5, DAX1 inh-2 1.5, MBD2 DNA inh 8, SMARCA2 activ 0, hgDAF12 agonist 1.1 and PLCg1 inh 5.
COc1cccc(N2CCN(Cc3ccco3)CC2)c1 was read as DAX1 inh-1 -1.1, ADAM17 inh -3, NR1D1 modulator -2, hcDAF12 agonist -0.8, ssDAF-12 act -0.9, PLC-beta3 inh -4, DAX1 inh-2 2.9, MBD2 DNA inh 0, SMARCA2 activ -1, hgDAF12 agonist 1.3 and PLCg1 inh 0.
Screening COc1ccc(-n2ncc3c(=O)n(CC(C)=O)cnc32)cc1 returned DAX1 inh-1 0.1, ADAM17 inh 3, NR1D1 modulator 0, hcDAF12 agonist 1.8, ssDAF-12 act -0.9, PLC-beta3 inh -8, DAX1 inh-2 1.2, MBD2 DNA inh 0, SMARCA2 activ -3, hgDAF12 agonist 0.3 and PLCg1 inh 1.
Screening CCOC(=O)c1cc(-c2ccc(OC)cc2)n[nH]1 returned DAX1 inh-1 1.5, ADAM17 inh -4, NR1D1 modulator -1, hcDAF12 agonist 0.5, ssDAF-12 act -0.8, PLC-beta3 inh -7, DAX1 inh-2 0.0, MBD2 DNA inh -2, SMARCA2 activ 8, hgDAF12 agonist 3.3 and PLCg1 inh 0.
CC(=O)c1cccc(CN2CCN(C3CCCC3)C(CCO)C2)c1 (centres undefined) was read as DAX1 inh-1 0.5, ADAM17 inh -2, NR1D1 modulator 7, hcDAF12 agonist -0.6, ssDAF-12 act -1.3, PLC-beta3 inh -11, DAX1 inh-2 0.0, MBD2 DNA inh -6, SMARCA2 activ 0, hgDAF12 agonist 0.8 and PLCg1 inh -1.
Screening CCC(C)NC(=O)C1CCC(CNS(=O)(=O)c2ccc3c(c2)N(C(C)=O)CCO3)CC1 (centres undefined) returned DAX1 inh-1 -0.1, ADAM17 inh -3, NR1D1 modulator -2, hcDAF12 agonist -3.5, ssDAF-12 act -1.0, PLC-beta3 inh -4, DAX1 inh-2 -0.1, MBD2 DNA inh 3, SMARCA2 activ -1, hgDAF12 agonist 0.8 and PLCg1 inh 2.
Screening O=C(NCCC(=O)N(Cc1ccco1)Cc1cccs1)c1ccc([N+](=O)[O-])cc1 returned DAX1 inh-1 -3.6, ADAM17 inh -5, NR1D1 modulator -1, hcDAF12 agonist -2.0, ssDAF-12 act -1.0, PLC-beta3 inh -3, DAX1 inh-2 -1.3, MBD2 DNA inh -8, SMARCA2 activ -2, hgDAF12 agonist -3.5 and PLCg1 inh 1.
Screening CC(C)(C)c1cc(=O)[nH]c(SCc2ccccc2)n1 returned DAX1 inh-1 0.3, ADAM17 inh 2, NR1D1 modulator 0, hcDAF12 agonist -1.4, ssDAF-12 act -0.4, PLC-beta3 inh -2, DAX1 inh-2 -0.8, MBD2 DNA inh -1, SMARCA2 activ -4, hgDAF12 agonist 1.5 and PLCg1 inh 4.
Screening COc1cc(-c2ncc3ccccn23)cc(OC)c1OC returned DAX1 inh-1 -0.4, ADAM17 inh -4, NR1D1 modulator 2, hcDAF12 agonist -1.4, ssDAF-12 act -0.9, PLC-beta3 inh -14, DAX1 inh-2 0.4, MBD2 DNA inh 3, SMARCA2 activ 0, hgDAF12 agonist -0.2 and PLCg1 inh -7.
Screening CC12CN(C(=O)c3ccccc3Br)CC(C)(CN(C(=O)c3ccccc3Br)C1)C2=O returned DAX1 inh-1 0.8, ADAM17 inh -4, NR1D1 modulator 1, hcDAF12 agonist -0.4, ssDAF-12 act -0.8, PLC-beta3 inh -8, DAX1 inh-2 2.2, MBD2 DNA inh 3, SMARCA2 activ -6, hgDAF12 agonist 1.1 and PLCg1 inh 0.
For COc1ccc(CC2(CO)CCN(C(=O)NCc3ccccc3)CC2)cc1 the results were DAX1 inh-1 0.4, ADAM17 inh -1, NR1D1 modulator -3, hcDAF12 agonist -1.9, ssDAF-12 act -1.3, PLC-beta3 inh 0, DAX1 inh-2 -0.1, MBD2 DNA inh 0, SMARCA2 activ 0, hgDAF12 agonist 0.5 and PLCg1 inh -1.
`COc1ccc(Nc2nc(Cl)nc(Nc3ccc(OC)cc3OC)n2)c(OC)c1` gave DAX1 inh-1 -0.3, ADAM17 inh 0, NR1D1 modulator -4, hcDAF12 agonist -2.2, ssDAF-12 act -1.3, PLC-beta3 inh 0, MBD2 DNA inh 3, SMARCA2 activ -1, hgDAF12 agonist 2.6 and PLCg1 inh 2.
`Cc1ccccc1OCC(=O)N(Cc1nnc(-c2ccc(Cl)cc2)o1)C(C)C` gave DAX1 inh-1 -0.8, ADAM17 inh -7, NR1D1 modulator -1, hcDAF12 agonist -1.1, ssDAF-12 act -0.6, PLC-beta3 inh -7, DAX1 inh-2 -0.2, MBD2 DNA inh -5, SMARCA2 activ -2, hgDAF12 agonist 2.6 and PLCg1 inh 4.
CCOC(=O)C1CCN(C(=O)c2oc3ccc4c(c3c2C)C(O)CC2(CCCCC2)O4)CC1 (centres undefined) was read as DAX1 inh-1 -4.1, ADAM17 inh -4, NR1D1 modulator 2, hcDAF12 agonist -2.3, ssDAF-12 act -2.0, PLC-beta3 inh -14, DAX1 inh-2 -1.0, MBD2 DNA inh 5, SMARCA2 activ -2, hgDAF12 agonist -5.6 and PLCg1 inh 0.
Screening CCNC(=S)N1CCN(CCN=CC2=C(O)CC(c3cccs3)CC2=O)CC1 (centres undefined) returned DAX1 inh-1 -0.5, ADAM17 inh -3, NR1D1 modulator 1, hcDAF12 agonist -0.8, ssDAF-12 act -1.0, PLC-beta3 inh -1, DAX1 inh-2 -1.3, MBD2 DNA inh -4, SMARCA2 activ 0, hgDAF12 agonist -0.9 and PLCg1 inh -3.
`C=CCc1c(OC(C)=O)c2ccccc2n(C)c1=O` gave DAX1 inh-1 -0.3, ADAM17 inh -3, NR1D1 modulator 3, hcDAF12 agonist -2.1, ssDAF-12 act -1.4, PLC-beta3 inh 0, DAX1 inh-2 -1.8, MBD2 DNA inh 0, SMARCA2 activ 0, hgDAF12 agonist 1.0 and PLCg1 inh 0.
For Cc1sc(NC(=O)c2ccco2)c(CN2CCN(Cc3ccccc3)CC2)c1C the results were DAX1 inh-1 -0.3, ADAM17 inh -1, NR1D1 modulator 7, hcDAF12 agonist -1.1, ssDAF-12 act -1.0, PLC-beta3 inh -27, DAX1 inh-2 -1.5, MBD2 DNA inh 4, SMARCA2 activ -4, hgDAF12 agonist 3.3 and PLCg1 inh -23.
Screening Cc1ccc(-n2c(SCC(=O)N3CCCCC3)nc(O)c(Cc3ccccc3)c2=O)cc1 returned DAX1 inh-1 -0.3, ADAM17 inh -8, NR1D1 modulator 0, hcDAF12 agonist -0.8, ssDAF-12 act -0.7, PLC-beta3 inh -7, DAX1 inh-2 -0.3, MBD2 DNA inh 1, SMARCA2 activ -2, hgDAF12 agonist -0.7 and PLCg1 inh 0.
`CCOc1ncccc1C(=O)N(CC)CC(=O)NCc1ccc(F)cc1` gave DAX1 inh-1 0.1, ADAM17 inh 0, NR1D1 modulator -3, hcDAF12 agonist -1.7, ssDAF-12 act 0.3, PLC-beta3 inh -4, DAX1 inh-2 1.0, MBD2 DNA inh -1, SMARCA2 activ 1, hgDAF12 agonist -2.4 and PLCg1 inh -3.
Screening CC(C)Cc1nn2c(=O)cc(CSCC(=O)Nc3ccccc3F)nc2s1 returned DAX1 inh-1 0.7, ADAM17 inh 1, NR1D1 modulator 0, hcDAF12 agonist -1.3, ssDAF-12 act -0.6, PLC-beta3 inh -4, DAX1 inh-2 1.0, MBD2 DNA inh 0, SMARCA2 activ -2, hgDAF12 agonist 3.9 and PLCg1 inh 3.
For COC(=O)[C@]12C[C@H](CC(=O)NCC3CCCCC3)C(=O)N(Cc3ccco3)C1=C[C@H](C(C)C)O[C@@H]2C1CC1 the results were DAX1 inh-1 -0.4, ADAM17 inh -1, NR1D1 modulator 5, hcDAF12 agonist -0.9, ssDAF-12 act -2.3, PLC-beta3 inh 3, MBD2 DNA inh -3, SMARCA2 activ -3, hgDAF12 agonist -0.9 and PLCg1 inh -1.
Screening CCCC(=O)Nc1cc(-c2cn3cccnc3n2)ccc1OC returned DAX1 inh-1 -0.8, ADAM17 inh -103, NR1D1 modulator 1, hcDAF12 agonist -1.6, ssDAF-12 act -1.5, PLC-beta3 inh inactive, DAX1 inh-2 0.3, MBD2 DNA inh -6, SMARCA2 activ -1, hgDAF12 agonist -0.1 and PLCg1 inh inactive.
C#CCSc1nnc(-c2ccc(O)cc2)o1 was read as DAX1 inh-1 0.9, ADAM17 inh -1, NR1D1 modulator 2, hcDAF12 agonist 2.0, ssDAF-12 act -0.6, PLC-beta3 inh 1, DAX1 inh-2 0.8, MBD2 DNA inh 4, SMARCA2 activ 3, hgDAF12 agonist 11* and PLCg1 inh 0.
